# NSD2 block: inhibitors of human NSD2, primary screen, biochemical, plate reader, single point; NSD2-SET H3K36me1 DELFIA fluorescence; hit rate 0.07% among 44,000; inhibition, % at 12.5 µM; Histone-lysine N-methyltransferase NSD2 (Homo sapiens), O96028; in the data active means inhibition above about 54%, passing the limit was not always enough;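 further: inhibitors reduce the monomethyl H3K36 fluorescence signal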
# Target sequence (O96028 whole entry, looked up): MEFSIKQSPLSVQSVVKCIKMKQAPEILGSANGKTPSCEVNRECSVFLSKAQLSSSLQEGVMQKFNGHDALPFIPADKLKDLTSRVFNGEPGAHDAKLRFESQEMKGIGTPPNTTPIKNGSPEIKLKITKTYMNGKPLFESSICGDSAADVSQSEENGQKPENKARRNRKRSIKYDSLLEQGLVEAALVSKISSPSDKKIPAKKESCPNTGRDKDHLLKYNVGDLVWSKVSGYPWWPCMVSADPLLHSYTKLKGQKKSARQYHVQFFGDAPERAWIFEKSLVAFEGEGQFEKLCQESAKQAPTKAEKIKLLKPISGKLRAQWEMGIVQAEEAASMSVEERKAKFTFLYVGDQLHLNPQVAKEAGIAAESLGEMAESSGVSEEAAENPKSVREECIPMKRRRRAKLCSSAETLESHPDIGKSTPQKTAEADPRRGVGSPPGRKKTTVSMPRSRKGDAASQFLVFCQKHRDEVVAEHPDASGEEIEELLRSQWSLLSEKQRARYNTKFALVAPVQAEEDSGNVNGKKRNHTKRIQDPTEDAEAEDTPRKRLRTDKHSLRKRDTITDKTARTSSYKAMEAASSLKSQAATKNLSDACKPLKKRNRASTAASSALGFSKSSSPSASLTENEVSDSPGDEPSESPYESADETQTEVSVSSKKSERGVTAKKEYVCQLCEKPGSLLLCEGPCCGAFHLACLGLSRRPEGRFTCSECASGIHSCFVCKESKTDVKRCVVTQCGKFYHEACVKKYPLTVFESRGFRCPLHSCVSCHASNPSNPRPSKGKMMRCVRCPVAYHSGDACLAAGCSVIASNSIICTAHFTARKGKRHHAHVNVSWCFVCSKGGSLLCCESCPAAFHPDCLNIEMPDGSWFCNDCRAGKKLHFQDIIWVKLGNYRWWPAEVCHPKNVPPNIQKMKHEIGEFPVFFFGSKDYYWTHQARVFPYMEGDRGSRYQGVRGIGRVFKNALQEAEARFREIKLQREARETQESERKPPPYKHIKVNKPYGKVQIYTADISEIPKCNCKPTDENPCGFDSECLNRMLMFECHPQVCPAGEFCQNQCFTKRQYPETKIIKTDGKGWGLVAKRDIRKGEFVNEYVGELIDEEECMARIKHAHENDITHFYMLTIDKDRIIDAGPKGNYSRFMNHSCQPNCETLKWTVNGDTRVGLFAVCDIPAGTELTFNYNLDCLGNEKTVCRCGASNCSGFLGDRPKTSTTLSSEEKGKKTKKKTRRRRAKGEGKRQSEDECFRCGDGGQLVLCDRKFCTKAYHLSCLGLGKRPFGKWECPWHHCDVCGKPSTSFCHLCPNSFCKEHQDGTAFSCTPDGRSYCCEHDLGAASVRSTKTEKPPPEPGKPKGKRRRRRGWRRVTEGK
# * marks the source's active call; other numbers are inactive results.
SMILES,NSD2 block
C[C@H](CO)N1C[C@H](C)[C@@H](CN(C)C(=O)Nc2ccc3c(c2)OCCO3)OCc2cn(nn2)CCCC1=O,5
C[C@@H]1CN([C@@H](C)CO)S(=O)(=O)c2ccc(C#Cc3cccnc3)cc2O[C@H]1CN(C)C(=O)CN(C)C,2
C[C@@H]1CN([C@H](C)CO)S(=O)(=O)c2ccc(-c3cncnc3)cc2O[C@H]1CN(C)C(=O)C1CCC1,-3
C[C@@H]1CCCCO[C@@H](CN(C)Cc2ccc(C(F)(F)F)cc2)[C@@H](C)CN([C@@H](C)CO)C(=O)c2cc(NC(=O)CCCN(C)C)ccc2O1,-3
C[C@H](CO)N1C[C@H](C)[C@H](CN(C)C(=O)NC2CCCCC2)Oc2ccc(NC(=O)CCC(F)(F)F)cc2C1=O,-1
C[C@H]1CN([C@@H](C)CO)C(=O)c2cc(NC(=O)Nc3cccc4ccccc34)ccc2O[C@@H]1CN(C)Cc1ccc(-c2ccccc2)cc1,2
C[C@@H]1CN([C@H](C)CO)C(=O)c2cc(NC(=O)C3CCCCC3)ccc2O[C@H]1CN(C)C(=O)Nc1ccc(F)cc1,3
C[C@H](CO)N1C[C@H](C)[C@H](CN(C)Cc2ccc3c(c2)OCO3)Oc2ncc(-c3cccc(C(F)(F)F)c3)cc2C1=O,-2
COc1ccc(S(=O)(=O)Nc2ccc3c(c2)C(=O)N([C@H](C)CO)C[C@@H](C)[C@H](CN(C)C(=O)c2ccccc2)OCCCC[C@@H](C)O3)cc1,0
CCCC#Cc1cnc2c(c1)C(=O)N([C@H](C)CO)C[C@@H](C)[C@H](CN(C)Cc1ccc3c(c1)OCO3)O2,6
COc1ccc(NC(=O)Nc2ccc3c(c2)C(=O)N([C@H](C)CO)C[C@@H](C)[C@H](CN(C)S(C)(=O)=O)OCCCC[C@H](C)O3)cc1,-1
COc1cccc(S(=O)(=O)N[C@H]2C=C[C@H](CC(=O)NC3Cc4ccccc4C3)O[C@@H]2CO)c1,2
C[C@@H]1CN([C@@H](C)CO)C(=O)c2cc(C#Cc3ccccc3)cnc2O[C@@H]1CN(C)C(=O)CN(C)C,8
C[C@@H]1CN([C@@H](C)CO)C(=O)c2cccc(NC(=O)Nc3ccc(C(F)(F)F)cc3)c2O[C@H]1CN(C)Cc1ccc(-c2ccccc2)cc1,-2
C[C@H]1CN([C@@H](C)CO)S(=O)(=O)c2ccc(C3=CCCC3)cc2O[C@H]1CN(C)C(=O)C1CCC1,-4
O=C(N/N=C/c1cc(F)ccc1O)c1ccccc1O,-1
COc1ccc(CN(C)C[C@H]2Oc3ccc(NC(=O)NC(C)C)cc3C(=O)N([C@H](C)CO)C[C@H]2C)cc1,2
CC(C)CC#Cc1cnc2c(c1)C(=O)N([C@@H](C)CO)C[C@H](C)[C@H](CN(C)S(=O)(=O)c1cn(C)cn1)O2,3
C[C@@H]1CN([C@H](C)CO)C(=O)Cc2cc(NS(=O)(=O)c3ccccc3)ccc2O[C@@H]1CN(C)Cc1ccc2c(c1)OCO2,1
COc1ccc(NC(=O)N(C)C[C@H]2Oc3ccc(NC(=O)Cn4cnnn4)cc3CC(=O)N([C@H](C)CO)C[C@@H]2C)cc1,9
CCCNC(=O)N(C)C[C@@H]1Oc2ncc(/C=C/c3ccccc3)cc2C(=O)N([C@H](C)CO)C[C@@H]1C,1
C[C@@H]1CCCCO[C@@H](CN(C)C(=O)Nc2ccc(C(F)(F)F)cc2)[C@H](C)CN([C@@H](C)CO)C(=O)c2cc(NC(=O)Nc3ccc(C(F)(F)F)cc3)ccc2O1,5
O=C(C[C@@H]1C[C@@H]2c3cc(NC(=O)Nc4ccccc4)ccc3O[C@@H]2[C@@H](CO)O1)NCc1ccccc1,2
CC(=O)c1c(O)cc(O[C@@H]2O[C@H](CO)[C@@H](O)[C@H](O)[C@H]2O)cc1O,35
C[C@H](CO)N1C[C@H](C)[C@H](CN(C)C(=O)Nc2ccc3c(c2)OCO3)Oc2ncc(C#CCN(C)C)cc2C1=O,7
Cc1ccc(-c2nn(C(C)(C)C)c3ncnc(N)c23)cc1,1
C[C@H]1CCCCO[C@H](CN(C)Cc2ccc3c(c2)OCO3)[C@@H](C)CN([C@@H](C)CO)C(=O)c2cc(NC(=O)Nc3ccc(F)cc3)ccc2O1,4
C[C@H]1CN([C@@H](C)CO)C(=O)Cc2cc(NC(=O)Cc3ccccc3)ccc2O[C@@H]1CN(C)Cc1ccc(Oc2ccccc2)cc1,-1
C[C@@H]1CN([C@H](C)CO)C(=O)c2cc(NC(=O)Nc3ccc(F)cc3)ccc2O[C@H]1CN(C)S(=O)(=O)c1cn(C)cn1,7
O=C(C[C@@H]1C[C@@H]2c3cc(NS(=O)(=O)c4ccccc4)ccc3O[C@@H]2[C@@H](CO)O1)NC1CCCC1,1

# Quoted from the listing.
# Reading of `COc1ccc(CN(C)C[C@H]2Oc3ccc(NC(=O)NC(C)C)cc3C(=O)N([C@H](C)CO)C[C@H]2C)cc1` in NSD2 block: 2
# Reading of `C[C@H](CO)N1C[C@H](C)[C@H](CN(C)C(=O)Nc2ccc3c(c2)OCO3)Oc2ncc(C#CCN(C)C)cc2C1=O` in NSD2 block: 7
# Reading of `O=C(C[C@@H]1C[C@@H]2c3cc(NS(=O)(=O)c4ccccc4)ccc3O[C@@H]2[C@@H](CO)O1)NC1CCCC1` in NSD2 block: 1

# By substructure: those above containing an aryl methoxy group
SMILES,NSD2 block
COc1ccc(S(=O)(=O)Nc2ccc3c(c2)C(=O)N([C@H](C)CO)C[C@@H](C)[C@H](CN(C)C(=O)c2ccccc2)OCCCC[C@@H](C)O3)cc1,0
COc1ccc(NC(=O)Nc2ccc3c(c2)C(=O)N([C@H](C)CO)C[C@@H](C)[C@H](CN(C)S(C)(=O)=O)OCCCC[C@H](C)O3)cc1,-1
COc1cccc(S(=O)(=O)N[C@H]2C=C[C@H](CC(=O)NC3Cc4ccccc4C3)O[C@@H]2CO)c1,2
COc1ccc(CN(C)C[C@H]2Oc3ccc(NC(=O)NC(C)C)cc3C(=O)N([C@H](C)CO)C[C@H]2C)cc1,2
COc1ccc(NC(=O)N(C)C[C@H]2Oc3ccc(NC(=O)Cn4cnnn4)cc3CC(=O)N([C@H](C)CO)C[C@@H]2C)cc1,9

# Other compounds follow:
SMILES,NSD2 block
COc1ccc(S(=O)(=O)Nc2ccc3c(c2)CC(=O)N([C@@H](C)CO)C[C@H](C)[C@H](CN(C)C)O3)cc1,3
C[C@@H]1CCCCO[C@@H](CN(C)S(=O)(=O)c2cn(C)cn2)[C@@H](C)CN([C@H](C)CO)C(=O)c2cc(NC(=O)Nc3cccc4ccccc34)ccc2O1,4
C[C@H](CO)N1C[C@H](C)[C@H](CN(C)S(C)(=O)=O)Oc2ccc(NC(=O)Nc3ccc4c(c3)OCO4)cc2CC1=O,1
CCO[C@H]1OC(C(=O)O)=C[C@@H](c2csc3ccccc23)[C@@H]1CCCO,-1
COc1ccc(C#Cc2ccc3c(c2)[C@]2(C(=O)N3)[C@H](C(=O)N3CCc4cc(OC)c(OC)cc4C3)[C@H]3C(=O)O[C@H](c4ccccc4)[C@H](c4ccccc4)N3[C@@H]2c2ccccc2OCCO)cc1,-3
C[C@H](CO)N1C[C@H](C)[C@H](CN(C)S(=O)(=O)c2ccc(Cl)cc2)Oc2c(NS(=O)(=O)c3cccs3)cccc2C1=O,1
CCCN(C)C[C@H]1Oc2cc(-c3cccc(F)c3)ccc2S(=O)(=O)N([C@@H](C)CO)C[C@H]1C,1
CCCNC(=O)N(C)C[C@@H]1Oc2ncc(-c3ccc(F)cc3)cc2C(=O)N([C@H](C)CO)C[C@H]1C,0
COCCNC(=O)C[C@H]1C[C@H]2c3cc(NC(=O)Nc4ccc(C(F)(F)F)cc4)ccc3O[C@H]2[C@H](CO)O1,-3
C[C@@H]1CN([C@@H](C)CO)C(=O)Cc2cc(N(C)C)ccc2O[C@@H]1CN(C)Cc1ccncc1,-5
COc1ccc2c(=O)c(CC(=O)O)coc2c1,-3
CC(C)NC(=O)Nc1ccc2c(c1)C(=O)N([C@H](C)CO)C[C@H](C)[C@H](CN(C)C(=O)Cc1ccccc1)OCCCC[C@H](C)O2,-5
O=C(O)C1C2CC=CC2c2cc(Cl)cc3c2N1CC1CC=CC31 (stereo not drawn),1
O=C(Nc1ccccc1)Nc1ccc2c(c1)[C@H]1C[C@H](CC(=O)N3CCOCC3)O[C@H](CO)[C@H]1O2,-2
C[C@H]1CN([C@@H](C)CO)C(=O)c2cc(NC(=O)Nc3ccc4c(c3)OCO4)ccc2O[C@H]1CN(C)Cc1ccc(-c2ccccc2)cc1,-2
Cc1noc(C)c1NC(=O)Nc1ccc2c(c1)C(=O)N([C@H](C)CO)C[C@H](C)[C@@H](CN(C)S(=O)(=O)c1ccc(F)cc1)OCCCC[C@@H](C)O2,4
Cc1cc(C(=O)Nc2cccc3c2O[C@@H](CN(C)CC2CCCCC2)[C@H](C)CN([C@H](C)CO)C3=O)n(C)n1,0
C[C@@H]1CN([C@H](C)CO)C(=O)c2cc(NS(=O)(=O)c3ccc(Cl)cc3)ccc2O[C@H]1CN(C)Cc1ccc(C(=O)O)cc1,1
C[C@H](CO)N1C[C@H](C)[C@H](CN(C)Cc2ccc3c(c2)OCO3)OCCCC[C@H](C)Oc2ccc(NC(=O)Nc3ccccc3)cc2C1=O,1
C/C=C/c1cnc2c(c1)C(=O)N([C@H](C)CO)C[C@@H](C)[C@H](CN(C)C(=O)c1ccc3c(c1)OCO3)O2,-1
C[C@@H]1CN([C@@H](C)CO)C(=O)c2cccc(NC(=O)Nc3ccc(C(F)(F)F)cc3)c2O[C@H]1CN(C)C(=O)Nc1ccc(C(F)(F)F)cc1,-11
CCCNC(=O)C[C@@H]1C[C@H]2c3cc(NC(=O)c4ccc5c(c4)OCO5)ccc3O[C@H]2[C@H](CO)O1,0
C[C@H](CO)N1C[C@H](C)[C@H](CN(C)C(=O)NC2CCCCC2)Oc2ccc(NC(=O)NC3CCCCC3)cc2CC1=O,5
O=C(C[C@@H]1C[C@H]2c3cc(NC(=O)Cc4ccncc4)ccc3O[C@H]2[C@H](CO)O1)NCc1cc(F)ccc1F,-3
CC(C)NC(=O)Nc1cccc2c1O[C@@H](CN(C)CC1CCCCC1)[C@@H](C)CN([C@@H](C)CO)C2=O,2
O=C(C1=C[C@@H](c2csc3ccccc23)C[C@@H](OCc2ccc(CO)cc2)O1)N1CCCCC1,-1
COc1cccc(-c2cnc3c(c2)C(=O)N([C@@H](C)CO)C[C@H](C)[C@H](CN(C)C(C)=O)O3)c1,5
CC(C)C#Cc1cnc2c(c1)C(=O)N([C@H](C)CO)C[C@@H](C)[C@H](CN(C)C(=O)c1ccccc1F)O2,3
C[C@H]1CN([C@@H](C)CO)C(=O)c2cccc(NC(=O)C3CCOCC3)c2O[C@H]1CN(C)S(C)(=O)=O,2
Cc1ccc(S(=O)(=O)N(C)C[C@H]2Oc3ccc(N(C)C)cc3CC(=O)N([C@@H](C)CO)C[C@@H]2C)cc1,4
C#Cc1ccc([C@H]2C=C(C(=O)N3CCOCC3)O[C@@H](OCc3ccc(CO)cc3)C2)cc1,4
Cc1ccc(S(=O)(=O)Nc2cccc3c2O[C@@H](CN(C)C)[C@@H](C)CN([C@H](C)CO)C3=O)cc1,19
C[C@@H]1CN([C@@H](C)CO)C(=O)Cc2cc(NC(=O)CCC(F)(F)F)ccc2O[C@H]1CN(C)Cc1ccc(C(=O)Nc2ccccc2N)cc1,27
Cc1ccc(S(=O)(=O)Nc2cccc3c2O[C@@H](CN(C)C(=O)NC2CCCCC2)[C@H](C)CN([C@@H](C)CO)C3=O)cc1,13
C[C@H]1CN([C@@H](C)CO)S(=O)(=O)c2ccc(C#CC3CC3)cc2O[C@@H]1CN(C)C(=O)Nc1cc(F)ccc1F,-6
Cc1ccc(S(=O)(=O)Nc2ccc3c(c2)C(=O)N([C@H](C)CO)C[C@@H](C)[C@H](CN(C)C(=O)Nc2ccc4c(c2)OCO4)OCCCC[C@H](C)O3)cc1,0
C[C@@H]1CN([C@@H](C)CO)C(=O)c2cccc(NS(=O)(=O)c3ccc(F)cc3)c2O[C@H]1CN(C)Cc1ccc(Cl)c(Cl)c1,-5
O=C(NCC1OCCc2ccccc21)C(c1ccccc1)c1ccccc1 (stereo not drawn),-10
C[C@@H]1CN([C@@H](C)CO)C(=O)c2cccc(NC(=O)CCCCCC(=O)Nc3ccccc3N)c2O[C@H]1CN(C)C(=O)Nc1ccccc1,9
C=C(C)[C@@H]1CC=C(/C=N/NC(=O)CCCCCCC(=O)Nc2ccccc2O)CC1,-2
Cc1ccc(S(=O)(=O)N(C)C[C@@H]2OCCCC[C@@H](C)Oc3ccc(NC(=O)Nc4ccc(F)cc4)cc3C(=O)N([C@@H](C)CO)C[C@H]2C)cc1,-1
Cc1noc(C)c1NC(=O)N(C)C[C@@H]1Oc2ccc(NC(=O)Nc3ccccc3)cc2CC(=O)N([C@@H](C)CO)C[C@@H]1C,-1
CC(C)NC(=O)Nc1ccc2c(c1)C(=O)N([C@@H](C)CO)C[C@@H](C)[C@@H](CN(C)C)O2,-3
COc1ccc(CN(C)C[C@H]2Oc3c(NC(=O)c4ccncc4)cccc3C(=O)N([C@H](C)CO)C[C@@H]2C)cc1,1
C[C@H](NC(=O)C[C@H]1C[C@H]2c3cc(NC(=O)Nc4ccc(C(F)(F)F)cc4)ccc3O[C@H]2[C@H](CO)O1)c1ccccc1,1
C[C@@H]1CN([C@H](C)CO)C(=O)c2cc(C#CC3CC3)cnc2O[C@H]1CN(C)C(=O)c1ccc(F)cc1,-1
COc1cc(O)c(C(=O)CCc2ccccc2)c(O)c1Cc1ccccc1O,-14
C[C@@H]1CN([C@H](C)CO)C(=O)c2cc(NS(=O)(=O)c3cn(C)cn3)ccc2O[C@H]1CN(C)Cc1ccc(C(=O)Nc2ccccc2N)cc1,-1
CCC(=O)N(C)C[C@H]1Oc2ncc(Br)cc2C(=O)N([C@H](C)CO)C[C@H]1C,1
O=C(Cc1ccncc1)Nc1ccc2c(c1)[C@@H]1C[C@H](CC(=O)N3CCc4ccccc4C3)O[C@H](CO)[C@@H]1O2,-4

# These rows are one share of the data. The share of hits here may be higher or lower than overall.
